# Assay outcomes as filed in PubChem BioAssay.
# EWS-Fli inh: EWS/Fli-driven NR0B1 reporter inhibitors, primary screen, A673 cells, NR0B1 luciferase, luminescence, MLPCN library | viability-normalised | inhibition, % at 12.6 µM | actives 0.67% (n = 350,000) | AID 651661, 2012;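 active = mean inhibition of at least 50% after viability correction, with every replicate also passing that limit; inconclusive = mean reaches 50% but only one of two replicates passes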;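 note: firefly luciferase signal divided by Alamar Blue viability fluorescence both relative to DMSO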
# GSIS activator: GLuc luminescence reporter in INS-1E cells, primary screen for activators of glucose-dependent secretion of insulin | activation, % at 16.6 µM | actives 0.61% (n = 370,000) | INS-1E GLuc reporter insulin secretion, 2-3 h;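 active = lowest replicate activation of at least 40%, so every replicate reaches that level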;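 note: 0% = median of neutral control wells and 100% = median of IBMX positive control wells; some compounds called inactive have numbers as strong as hits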
# ARNT TACC3 PPI: disruptors of ARNT/TACC3 protein interaction, primary screen, biochemical, AlphaScreen, single concentration. AlphaScreen His-ARNT PAS-B/GST-TACC3 binding, luminescence; TACC3 fragment carries E629A point mutation. Transforming acidic coiled-coil-containing protein 3 (Homo sapiens), Q9Y6A5. actives 0.66% (n = 390,000). inhibition, % at 9.99 µM;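 active = mean inhibition of replicates at least 50% and at least half of replicates each reaching 50%; inconclusive = half or more replicates reach 50% but mean below 50%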;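 note: 0% = complete ARNT plus TACC3 wells and 100% = ARNT alone without TACC3; many hits fall short of the cut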
# PAX8 inh HTS: inhibitors of PAX8-driven TPO luciferase reporter, primary screen, RMG-I cells, single concentration; SteadyGlo, 24 h; inhibition, % at 12.6 µM; actives 1.2% (n = 360,000);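 active = mean replicate inhibition at least 60% with every replicate also reaching 60%; inconclusive = only one of the two criteria is met; inactive = mean below 60% and not all replicates reaching 60%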;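 note: luciferase light reporting Pax8 driven TPO promoter activity; plate controls were median of neutral control wells for no effect and mitoxantrone controls for full effect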
# CFTR F508del cor: F508del CFTR correction, initial screen, CFBE line, single point; CFBE cells, YFP halide quenching; stimulated with forskolin plus potentiator P3; % fluorescence drop versus neutral controls; activity (quench increase), % at 7.58 µM; AID 720511, 2013; actives 0.36% (n = 350,000);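 active = mean added fluorescence quench of at least 8% versus neutral control, with both replicates also reaching 8%; inconclusive = only one of the mean or replicate conditions met; inactive = mean below 8% and not both replicates reaching 8%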;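 note: cells transiently co-express mutant CFTR-F508del with the halide-sensitive YFP; corrector assay measuring rescue of mutant channel to the surface after 24 h compound exposure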
# DENV2 CPE: inhibitors of DENV2 cytopathic effect, primary screen, cell-based, plate reader, single concentration; DENV2-infected cells, cytopathic effect rescue; CPE inhibition, % at 9.99 µM; actives 1.7% (n = 350,000); AID 651640, 2012; in the data active = CPE inhibition above about 20%, passing the limit was not always enough; inconclusive = no clear call, values can overlap the other calls; tested in BHK-21 cells;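 note: 0% = median of neutral control wells and 100% = median of positive control wells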
# ERp5 inh: inhibitors of ERp5-driven insulin aggregation, primary screen, biochemical, turbidity, absorbance 650 nm, single point; 90 min; actives 0.05% (n = 350,000); inhibition, % at 9.99 µM; Protein disulfide-isomerase A6 (Homo sapiens), Q15084;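 active = mean replicate inhibition above about 25%, with every replicate also reaching it, limit read from the data, passing the limit was not always enough; inconclusive = only one of those two criteria met; inactive = neither criterion met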
# Target sequence (Q15084 whole entry, looked up): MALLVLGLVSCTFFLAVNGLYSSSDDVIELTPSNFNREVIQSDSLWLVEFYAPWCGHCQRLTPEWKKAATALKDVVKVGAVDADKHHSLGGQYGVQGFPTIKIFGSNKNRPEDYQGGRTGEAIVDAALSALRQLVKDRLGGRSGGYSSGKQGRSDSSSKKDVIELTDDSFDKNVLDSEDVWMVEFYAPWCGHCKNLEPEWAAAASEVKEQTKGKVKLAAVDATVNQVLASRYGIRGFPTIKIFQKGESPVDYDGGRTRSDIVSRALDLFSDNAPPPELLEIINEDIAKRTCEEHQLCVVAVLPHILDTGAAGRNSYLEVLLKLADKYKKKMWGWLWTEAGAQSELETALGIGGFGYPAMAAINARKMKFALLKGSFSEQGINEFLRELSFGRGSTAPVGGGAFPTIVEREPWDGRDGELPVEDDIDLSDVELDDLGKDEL
# Xi reactivation: activators of inactive X chromosome reactivation, primary screen, imaging, XiGFP fibroblasts, GFP high-content imaging, set 2; XiGFP mouse fibroblasts, % GFP-positive cells imaging, 3 d; cells co-treated with 5-aza-dC sensitizer; scaled so ellipticine positive control = 100%; activation, % at 7.58 µM; AID 743238, 2013; actives 0.055% (n = 360,000);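 active = mean normalized replicate activation at least 10% and every replicate at or above 10%; inconclusive = only one of the two criteria met; inactive = mean below 10% and not all replicates reach 10%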;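 note: 0% = median of on-plate neutral control wells and 100% = ellipticine 6 µM median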
#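 System: SV40-immortalized XiGFP fibroblast cells, line 68-5-11 / Incubation: 3-day compound exposure, then 15 min fixation at room temperature / Compound: single concentration per compound, delivered by pin transfer / Buffer or medium: DMEM plus 5-aza-dC sensitizer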
# The depositor's hits bear a star; u = inconclusive; x = no result given.
# Fields: Xi reactivation, EWS-Fli inh, CFTR F508del cor, ARNT TACC3 PPI, DENV2 CPE, GSIS activator, PAX8 inh HTS, ERp5 inh
COCCNC(=O)C(c1ccncc1)N(Cc1ccccc1)C(=O)Cn1nnc2ccccc21 (configuration not stated)
    0.1, -28, x, 2, 1, 3, -32, 2
CCCn1c(=S)[nH]c2cc(C(=O)N3CCN(c4ccccc4)CC3)ccc2c1=O
    -0.1, 1, 0.8, x, -6, 3, -12, -20
O=C(CSc1nc2ccccc2[nH]1)N/N=C/C=C\c1ccccc1[N+](=O)[O-]
    0.1, -1, x, 0, 3, -41, 10, -4
COc1ccc(-c2nnn(Cc3ccccc3)n2)cc1OC
    0.0, -26, 0.3, -15, 10, 35, -31, 1
CSc1ccc(Cn2c(C)c(C(=O)NCc3ccc4c(c3)OCO4)sc2=O)cc1
    0.1, 9, -1.5, x, -5, -5, 13, 5
Cc1ccccc1-c1cnc2c(c1)C(=O)N([C@@H](C)CO)C[C@H](C)[C@H](CN(C)Cc1ccncc1)O2
    -1.2, -26, -0.3, -2, u, -13, 9, -6
COc1ccc(C2=NO[C@@H]3[C@@H]4C[C@@H]([C@H]5C(=O)N(c6ccc7c(c6)OCO7)C(=O)[C@@H]45)[C@H]23)cc1OC
    -0.1, -4, x, -1, 0, x, 11, 3
CCCCOc1ccc(/C=C(\C(=O)O)c2ccc(S(=O)(=O)N3CCCC3)s2)cc1
    0.1, 12, 2.3, 1, 14, 0, -1, -5
Cc1cccn2c(=S)[nH]nc12
    0.2, -1, 1.0, -10, -5, 7, -7, 7
CCOC(=O)CC1(CCc2ccccc2)Oc2ccccc2O1
    0.0, 4, 0.6, x, 0, -9, 11, -1

# Compound profiles (already shown). Order of values: Xi reactivation, EWS-Fli inh, CFTR F508del cor, ARNT TACC3 PPI, DENV2 CPE, GSIS activator, PAX8 inh HTS, ERp5 inh
# Shown for `COCCNC(=O)C(c1ccncc1)N(Cc1ccccc1)C(=O)Cn1nnc2ccccc21` (configuration not stated) : 0.1, -28, x, 2, 1, 3, -32, 2
# Shown for `Cc1ccccc1-c1cnc2c(c1)C(=O)N([C@@H](C)CO)C[C@H](C)[C@H](CN(C)Cc1ccncc1)O2` : -1.2, -26, -0.3, -2, u, -13, 9, -6
# Shown for `CSc1ccc(Cn2c(C)c(C(=O)NCc3ccc4c(c3)OCO4)sc2=O)cc1` : 0.1, 9, -1.5, x, -5, -5, 13, 5
# Shown for `CCOC(=O)CC1(CCc2ccccc2)Oc2ccccc2O1` : 0.0, 4, 0.6, x, 0, -9, 11, -1
# Shown for `O=C(CSc1nc2ccccc2[nH]1)N/N=C/C=C\c1ccccc1[N+](=O)[O-]` : 0.1, -1, x, 0, 3, -41, 10, -4

# (listing goes on)
# Fields: Xi reactivation, EWS-Fli inh, CFTR F508del cor, ARNT TACC3 PPI, DENV2 CPE, GSIS activator, PAX8 inh HTS, ERp5 inh
Cc1ccc(S(=O)(=O)N2CCN(C(=O)CSc3nccn3C)CC2)cc1
    -0.2, 7, 0.1, 0, 1, 24, -16, 1
O=C(Oc1ccc[nH]c1=O)C1CC1
    0.0, 0, -1.0, x, 6, 5, 9, 1
CCN(CC(=O)Nc1c(F)cccc1F)C(=O)c1cccc(S(=O)(=O)N2CCCc3ccccc32)c1
    0.0, -2, 0.2, -2, -3, -31, 13, 3
CCOC(=O)c1cccc2c(=O)c(C(=O)c3ccc(Cl)cc3)c(C(=O)OC)[nH]c12
    0.0, x, x, -5, x, 8, -9, x
O=C(Nc1ccccc1Cl)N1CCN(C/C=C/c2ccccc2)CC1
    -0.1, 6, x, 6, -4, -26, -8, 7
Cn1c(=O)c2c(nc(CN3CCN(Cc4ccccc4)CC3)n2Cc2cccc(Cl)c2)n(C)c1=O
    -0.1, 8, 1.4, 4, 19, -15, -2, 2
CC1CN(C(=S)SCC(=O)c2ccccc2)CC(C)O1 (configuration not stated)
    0.0, x, x, -13, x, 20, -29, x
CSc1ccc(OC2(C)CCN(Cc3ccccc3)C2)cc1 (configuration not stated)
    0.0, -1, -0.4, x, 8, 0, -4, -2
O=C(Nc1cccc(NC(=O)c2cccs2)c1)c1ccc2c(c1)OCO2
    0.0, -11, 0.8, 22, -5, -8, -5, 4
C[C@@H]1CCCCO[C@@H](CN(C)C)[C@H](C)CN([C@@H](C)CO)C(=O)c2cc(NC(=O)Cc3ccccc3)ccc2O1
    -0.7, -3, -1.5, x, x, 18, -3, x
O=C(O)c1ccc(OS(=O)(=O)c2ccc(Cl)s2)c(Cl)c1
    0.2, 2, -5.0, -3, -2, 2, -3, 1
COc1ccc(-c2csc3ncnc(N4CCN(S(=O)(=O)c5ccccc5C#N)CC4)c23)cc1
    0.2, 22, -0.2, -3, -1, 6, 9, 1
O=C(OCCCN=C1NS(=O)(=O)c2ccccc21)c1ccccc1
    0.1, 3, 1.7, -3, 1, 15, -9, 4
C[C@@H]1CN([C@@H](C)CO)S(=O)(=O)c2ccc(-c3ccc(F)cc3)cc2O[C@H]1CN(C)C(=O)Nc1ccccc1F
    -0.8, 6, 1.7, -9, -16, -21, x, -1
COc1ccc2c(OC)cc(=O)n(C)c2c1
    0.1, x, x, 3, x, -6, 16, x
COc1ccc(-c2cc3cccc(OC)c3oc2=O)cc1
    0.0, 13, 2.9, 3, 15, 9, -66, 1
S=c1[nH]nc(Cc2cccs2)n1-c1ccccc1
    x, 5, -2.0, 2, 4, 31, x, -3
Cc1noc(C)c1S(=O)(=O)N(C)C[C@@H]1Oc2ccc(NC(=O)NC3CCCCC3)cc2CC(=O)N([C@H](C)CO)C[C@@H]1C
    -0.6, 1, -3.2, 24, 12, -9, 3, -2
C[C@H](CO)N1C[C@H](C)[C@@H](CN(C)Cc2ccccn2)Oc2ncc(C#CCC3CCCC3)cc2C1=O
    x, 6, 3.2, 8, 2, x, x, 0
Cn1c(CNC(=O)c2ccco2)nnc1SCC(=O)Nc1cccc(F)c1
    x, 0, 0.0, -10, 3, 5, -4, 1
O=C(N1CCOCC1)[C@]1(Cc2ccccc2)N=C(c2ccc(OCCCO)cc2)O[C@@H]1c1ccccc1
    x, 3, -2.1, x, 18, x, -4, -1
CN(CCc1ccccn1)C(=O)CCC1CCCN(C(=O)c2ccccn2)C1 (configuration not stated)
    0.1, 3, -0.6, 10, 2, 1, 43, 1
O=C(COC(=O)/C=C/c1ccccc1)NNC(=O)c1ccc([N+](=O)[O-])cc1
    0.0, 17, -0.1, 0, 0, 5, 5, 3
O=C(C[C@H]1CC[C@@H]2[C@H](COC[C@@H](O)CN2C(=O)Nc2cc(Cl)cc(Cl)c2)O1)N1CCOCC1
    0.5, 0, 2.3, 30, -3, -15, -15, x
CN(C)S(=O)(=O)c1cccc(NC(=O)COc2ccccc2C(=O)Nc2ccccc2)c1
    0.1, 13, 1.9, x, -7, -22, 38, -4
O=C1OC(/C=C/c2ccc(Cl)cc2Cl)=NC/1=C\c1cccs1
    0.0, 15, 0.3, -12, -13, -9, -2, -4
COc1ccc(OCC(=O)c2c(O)c3ccccc3oc2=O)cc1
    x, 6, -1.2, -1, 9, x, x, 7
O=C(COC(=O)CCCSc1nc2ccccc2[nH]1)Nc1ccc(Cl)cc1
    -0.1, -8, x, -5, 5, -18, -11, -1
CC(=O)CCC(=O)CNC(=O)CC[C@H]1O[C@@H](n2ccc(=O)[nH]c2=O)[C@H](O)[C@@H]1O
    0.3, 6, 0.7, x, -10, 16, -21, -3
C[C@@H]1CCCCO[C@@H](CN(C)C(=O)NC2CCCCC2)[C@@H](C)CN([C@H](C)CO)C(=O)c2cc(NC(=O)Nc3ccc4c(c3)OCO4)ccc2O1
    -0.1, -9, 1.7, -7, 7, 22, -22, -4
COc1ccccc1CCCNC(=O)C1CCC(=O)N(CCc2cccc(F)c2)C1 (configuration not stated)
    0.1, -4, 0.0, x, 7, 26, 3, -3
Cc1cc2oc(=O)cc(CN3CCOCC3)c2c(C)c1Cl
    0.2, 6, 1.0, -18, u, 41*, 10, -11
O=C(NCCc1ccccc1)[C@@H]1CC=C[C@@H]2CCN(Cc3ccc(Cl)c(Cl)c3)C(=O)[C@@H]21
    -0.7, 18, 1.6, -3, -17, x, 21, 5
O=C(CCn1nc(-c2ccccc2)ccc1=O)N1CCOCC1
    0.0, -8, -0.2, 1, -10, 13, 32, 0
Cc1ccc(NC(=O)c2cccc(C(=O)Nc3ccc(C)cc3C(=O)O)c2)c(C(=O)O)c1
    0.0, 2, -0.8, 1, -3, -5, -9, 0
O=C(C[C@@H]1CC[C@@H](NC(=O)c2ccccc2)[C@@H](CO)O1)NCCc1ccncc1
    0.0, -5, -0.8, 0, -2, 11, x, -1
S=c1nc(-c2ccccc2)c(-c2ccccc2)n[nH]1
    0.0, 7, -2.7, 8, 15, -3, 17, 1
CCCCN1C(=O)C(CC(=O)NCC2CCCCC2)CC(C(=O)N(CC)CC)=C1C (configuration not stated)
    -0.1, -5, 1.2, x, -6, 1, -8, 3
CO[C@@H](CN(C)C(=O)c1ccccc1F)[C@@H](C)CN([C@H](C)CO)S(=O)(=O)c1ccc(C)cc1
    0.0, -2, -0.2, -4, -6, -1, x, -1
O=C(CCNC(=O)C1CCN(S(=O)(=O)c2ccccc2)CC1)NCc1ccc(Cl)cc1Cl
    0.3, -1, 0.5, -6, -1, -8, 3, 6
CCC(O)(CC)C(=O)NN(C(=O)CCl)c1ccccc1
    -0.2, 17, x, -6, -2, 17, -19, 3
C[C@H](CO)N1C[C@H](C)[C@H](CN(C)C(=O)Nc2ccc(F)cc2)Oc2ccc(NC(=O)C3CCCCC3)cc2C1=O
    0.5, -9, 0.1, -14, 1, -5, 15, -3
COC(=O)C[C@@H]1CC[C@H]2[C@@H](COC[C@H](O)CN2S(=O)(=O)c2ccc(F)cc2)O1
    0.0, -3, -0.7, -7, -1, 11, -2, 0
CCn1c2ccccc2c2cc(NC(=O)CNCC3CCCO3)ccc21 (configuration not stated)
    0.0, 4, 1.2, 1, 3, -8, -16, 8
CCN(C(=O)COC(=O)C(C)(C)Oc1ccc(Cl)cc1)c1c(N)n(Cc2ccccc2)c(=O)[nH]c1=O
    -0.1, -2, -1.4, x, 5, -33, 2, 3
COc1ccc(Cl)cc1NC(=O)c1cccc(N2C(=O)C3CC=CCC3C2=O)c1 (configuration not stated)
    0.0, x, 3.4, 4, 12, -16, x, 3
COC(=O)c1ccc(NC(=O)CNC(=O)C2CCCCC2)cc1
    x, -2, 2.0, -36, 17, -9, x, -3
CCc1nc(N=Nc2c(O)[nH]c3ccccc23)c2c3c(sc2n1)CCC3
    0.0, 13, -3.2, 4, -7, 0, 1, 1
CC(=O)N1[C@H](C(=O)NC2CCC2)[C@@H](CO)[C@@H]2Cn3c(ccc(-c4ccc(F)cc4)c3=O)[C@@H]21
    0.1, 3, x, 7, -10, -5, x, -2
CC(C)(C)c1ccc(C(=O)Nc2c3c(nn2C(C)(C)C)CS(=O)(=O)C3)cc1
    0.0, -17, 1.5, -2, -2, -44, 6, 13
